Screens deposited in PubChem BioAssay by Sanford-Burnham Center for Chemical Genomics.
SENP8 inh – SENP8 protease inhibitors, primary screen, biochemical, luminescence. Sentrin-specific protease 8 (Homo sapiens), Q96LD8. purified SENP8, Z-RLRGG-aminoluciferin cleavage. inhibition, % at 10 µM. actives 1.2% (n = 330,000). AID 2540, 2010
UBC13 inh – UBC13 polyubiquitin chain formation inhibitors, primary screen, biochemical, TR-FRET, uHTS; Ubiquitin-conjugating enzyme E2 N (Homo sapiens), P61088; inhibition, % at 20 µM; actives 0.47% (n = 330,000); AID 485273, 2010; in the data active means inhibition above about 45%, passing the limit was not always enough
Apaf1 inhib – inhibitors of human Apaf-1 apoptosome, primary screen, biochemical, DEVD-Rh110 fluorescence, uHTS; Apoptotic protease-activating factor 1 (Homo sapiens), O14727; reconstituted apoptosome caspase-3 activity; inhibition, % at 20 µM; actives 0.71% (n = 330,000); AID 489030, 2010; active means inhibition of at least 40% at 20 µM;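 further: plate controls were DMSO wells for no effect and DEVD-CHO caspase inhibitor wells for full effect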
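Material: cell-free apoptosome with Apaf-1, procaspase-3 and caspase-9; Buffer or medium: Hepes pH 7.5 with detergent and BSA; Reagent: cytochrome c trigger plus (Z-DEVD)2-Rh110 caspase-3 substrate; Times: compound with Apaf-1, dATP, procaspase-3 30 min, then 50 min reaction, room temperature; Technique: Rh110 fluorescence intensity.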
HKDC1 inh – HKDC1 hexokinase inhibitors, primary screen, biochemical, fluorescence, uHTS; Q2TB90; recombinant HKDC1, G6PDH/diaphorase resazurin coupled fluorescence; inhibition, % at 20 µM; actives 0.16% (n = 340,000); AID 493160, 2011;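 active means inhibition above about 35% when tested at 20 µM, limit read from the data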;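 further: plate controls were DMSO wells with enzyme for no effect and DMSO wells lacking enzyme for full effect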
Target sequence (Q2TB90 whole entry, looked up): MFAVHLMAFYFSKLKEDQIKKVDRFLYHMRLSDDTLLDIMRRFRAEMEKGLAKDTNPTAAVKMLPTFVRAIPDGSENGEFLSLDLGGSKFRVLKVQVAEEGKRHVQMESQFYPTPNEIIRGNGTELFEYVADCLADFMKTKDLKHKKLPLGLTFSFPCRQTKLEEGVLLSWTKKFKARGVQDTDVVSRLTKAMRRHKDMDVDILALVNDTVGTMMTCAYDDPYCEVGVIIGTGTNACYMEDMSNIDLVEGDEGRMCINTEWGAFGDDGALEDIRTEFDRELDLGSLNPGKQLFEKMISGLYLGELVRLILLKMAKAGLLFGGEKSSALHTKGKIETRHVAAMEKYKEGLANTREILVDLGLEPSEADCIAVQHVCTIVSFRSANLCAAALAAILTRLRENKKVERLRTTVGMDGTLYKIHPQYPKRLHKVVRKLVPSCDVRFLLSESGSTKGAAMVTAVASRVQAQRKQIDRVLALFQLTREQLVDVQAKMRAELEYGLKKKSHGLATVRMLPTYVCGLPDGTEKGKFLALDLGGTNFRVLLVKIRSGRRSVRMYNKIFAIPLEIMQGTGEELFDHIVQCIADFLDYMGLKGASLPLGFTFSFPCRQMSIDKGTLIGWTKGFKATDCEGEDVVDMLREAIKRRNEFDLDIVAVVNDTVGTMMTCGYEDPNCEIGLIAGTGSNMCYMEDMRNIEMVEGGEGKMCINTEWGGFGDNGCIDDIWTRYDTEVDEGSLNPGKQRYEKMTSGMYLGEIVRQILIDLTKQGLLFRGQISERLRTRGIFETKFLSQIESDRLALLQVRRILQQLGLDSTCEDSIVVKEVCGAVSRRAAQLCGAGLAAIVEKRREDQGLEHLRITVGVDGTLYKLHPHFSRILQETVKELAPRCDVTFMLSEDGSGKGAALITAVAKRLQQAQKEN
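Test system: Recombinant HKDC1 (HK5) hexokinase enzyme, produced in-house | Input: HKDC1 at 5 µg/mL | Buffer or medium: Tris pH 8.0 buffer with MgCl2, Tween-20, BSA, BME | Schedule: 90 min reaction incubation at room temperature, dark | Technique: Resazurin-to-resorufin fluorescence via G6PDH and diaphorase coupling, 525/613 nm | Controls: DMSO wells with and without enzyme mix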
SENP7 inh – SENP7 protease inhibitors, primary screen, biochemical, luminescence, uHTS; Sentrin-specific protease 7 (Homo sapiens), Q9BQF6; recombinant SENP7, Z-RLRGG-aminoluciferin luminescence, 40 min; actives 1.5% (n = 330,000); inhibition, % at 5 µM; AID 434973, 2010;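 active means inhibition above about 50% at the single test dose, limit read from the data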;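 further: plate controls were DMSO with enzyme for no effect and no enzyme buffer wells for full effect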
Gli-Sufu antag – Gli-Sufu pathway antagonists, primary screen, luciferase luminescence, Sufu-KO-LIGHT cells, uHTS; Sufu-KO-LIGHT fibroblasts, Gli luciferase reporter luminescence; inhibition, % at 5 µM; actives 0.74% (n = 340,000); AID 588413, 2011;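 active means inhibition above about 55%, limit read from the data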;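 further: 0% = DMSO-treated cells and 100% = wells with medium but no cells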
Jurkat NFkB inh – inhibitors of induced NF-kB luciferase reporter, primary screen, TCR NF-kB activation inhibitor project, cell-based, luminescence, uHTS; actives 0.53% (n = 330,000); AID 435003, 2010; Jurkat, PMA/ionomycin-induced NF-kB luciferase reporter; inhibition, % at 4 µM
697 NFkB inh – inhibitors of PMA/ionomycin-induced NF-kB reporter, 697 cells, primary screen, B-cell NF-kB inhibitor project, cell-based, luminescence, uHTS | actives 0.33% (n = 330,000) | inhibition, % at 4 µM | 697 B-cell NF-kB luciferase reporter, 16 h; in the data active means inhibition above about 35%
* = called active by the depositor; & = joins results of further samples. Unless noted, no stated cut-off is given here; in the data, active means inhibition above about 50%; inactive means the rest.

Key to letters: A = SENP8 inh; B = UBC13 inh; C = Apaf1 inhib; D = HKDC1 inh; E = SENP7 inh; F = Gli-Sufu antag; G = Jurkat NFkB inh; H = 697 NFkB inh
molecule: Cc1noc(C)c1S(=O)(=O)N(C)C[C@H]1Oc2ccc(NC(=O)NC(C)C)cc2C(=O)N([C@H](C)CO)C[C@@H]1C
  A: -14 | B: -10 | C: 6 | D: 0 | E: -4 | F: -11 | G: -8 | H: -13

molecule: COc1ccc(S(=O)(=O)N(C(=O)c2ccncc2)c2ccc3oc4c(c3c2)CCCC4)cc1
  A: 6 | B: -1 | C: 10 | D: 16 | E: 6 | F: 4 | G: 1 | H: -9

molecule: CC(C)N(CCCNC(=O)C1CCC(CNS(=O)(=O)c2ccccc2)CC1)Cc1ccccc1 (configuration not stated)
  A: -1 | B: 8 | C: 4 | D: -7 | E: -3 | F: 60* | G: -6 | H: -1

molecule: O=C(COC(=O)CCNS(=O)(=O)c1cccs1)Nc1ccccc1
  A: 6 | B: -6 | C: -8 | D: -6 | E: -6 | F: 3 | G: -1 | H: -2

molecule: BrC(=C\c1ccccc1)/C=N/Nc1ccc2nncn2n1
  A: -5 | B: -6 | C: -14 | D: 8 | E: -2 | F: -7 | G: 10 | H: -13

molecule: Cc1cc(C(=O)CSc2nc(N)cc(N)n2)c(C)n1-c1cccc(C(F)(F)F)c1
  A: -13 | B: -10 | C: 11 | D: 4 | E: -10 | F: -12 | G: -6 | H: 4

molecule: CC(=O)c1ccc(OCc2cc(C(=O)N3CCOCC3)no2)cc1
  A: -10 | B: -1 | C: 7 | D: 1 | E: 1 | F: -53 | G: -43 | H: -56

molecule: CCCCC1CCC(C(=O)N(C)CC(=O)Nc2cccc(F)c2)CC1 (configuration not stated)
  A: -6 | B: -3 | C: 14 | D: -2 | E: -11 | F: -1 | G: -10 | H: -32

molecule: COCCN(C(=O)COC(=O)/C=C/c1ccc2ccccc2n1)c1c(N)n(Cc2ccccc2)c(=O)[nH]c1=O
  A: -1 | B: -13 | C: 4 | D: -1 | E: -1 | F: -2 | G: 6 | H: 7

molecule: CCc1nn(CCCN2CCN(c3cccc(Cl)c3)CC2)c(=O)n1CCOc1ccccc1
  A: -7 | B: 10 | C: 27 | D: -3&-3 | E: 0 | F: 3&7 | G: 1 | H: -13

molecule: CC1Cc2ccccc2N1S(=O)(=O)c1cccc2nsnc12 (configuration not stated)
  A: 5 | B: 4 | C: 4 | D: -10 | E: 2 | F: 16 | G: -5 | H: -2

molecule: O=C(CCCC1=NS(=O)(=O)c2ccccc2N1)OCc1ccc(Cl)cc1
  A: -17 | B: -2 | C: 5 | D: 2 | E: 1 | F: -26 | G: 0 | H: -7

molecule: COc1ccc(-c2cc(C)no2)cc1S(=O)(=O)N1CCCCC1
  A: 5 | B: 0 | C: 3 | D: -1 | E: -1 | F: 6 | G: 18 | H: 8

molecule: CCOC(=O)C1CCN(C(=O)c2cc(C)n(C(C)(C)C)n2)CC1
  A: -4 | B: 2 | C: -18 | D: 1 | E: 6 | F: -4 | G: -10 | H: -11

molecule: Cc1cc(NC(=O)c2ccccc2-c2ccccc2)ccc1Br
  A: -10 | B: -10 | C: 22 | D: 0 | E: -15 | F: 11 | G: -20 | H: -16

molecule: CC(C)N1CCC(N2CCN(C/C=C/c3ccc(F)cc3)CC2CCO)CC1 (configuration not stated)
  A: -6 | B: 2 | C: -9 | D: 2 | E: -5 | F: 10 | G: -9 | H: 11

molecule: CCSc1nnc(NC(=O)CSc2nnc(-c3c[nH]c4ccccc34)n2C)s1
  A: -8 | B: -2 | C: 16 | D: 4 | E: 1 | F: 6 | G: -13 | H: 6

molecule: CCOC(=O)c1ccc2c(c1)nc(SCC(=O)N1CCCCC1)n2CC
  A: 3 | B: 5 | C: 0 | D: -7 | E: -2 | F: 20 | G: -14 | H: 7

molecule: CCC(=O)N1CCN(c2ccc(Cl)cc2NC(=O)c2ccc([N+](=O)[O-])o2)CC1
  A: 5 | B: -2 | C: 18 | D: 1 | E: 1 | F: 5 | G: 7 | H: 5

molecule: CCn1c(=O)c(C(=O)CN2CCN(Cc3ccc4c(c3)OCO4)CC2)c(N)n(Cc2ccccc2)c1=O
  A: 1 | B: 8 | C: 1 | D: -4 | E: 1 | F: 32 | G: 8 | H: 8

molecule: Cc1cc2cc(CN(CCCO)S(=O)(=O)c3cccc4nsnc34)c(=O)[nH]c2cc1C
  A: 4 | B: -16 | C: -3 | D: -2 | E: 8 | F: 5 | G: 13 | H: -1

molecule: O=C(C1CCN(S(=O)(=O)c2cccs2)CC1)N1CCCCC1
  A: -5 | B: 2 | C: 6 | D: -3 | E: -2 | F: -4 | G: 8 | H: 5

molecule: CC(C)CN(C(=O)CN(C)CC(=O)Nc1ccccc1C#N)c1c(N)n(CC(C)C)c(=O)[nH]c1=O
  A: 0 | B: -3 | C: -1 | D: 2 | E: 4 | F: 2 | G: 9 | H: 7

molecule: CCN(CC(=O)Nc1c(F)cccc1F)C(=O)c1ccc(Cl)c(S(=O)(=O)N2CCCCC2)c1
  A: -4 | B: 0 | C: 8 | D: -6 | E: -4 | F: 8 | G: -15 | H: -3

molecule: CN(CC(=O)Nc1cccc2ccccc12)C(=O)c1cccc(S(=O)(=O)N(C)C)c1
  A: -5 | B: 7 | C: -14 | D: -3 | E: 12 | F: 5 | G: -3 | H: 0

molecule: COc1ccc(/C=C/C(=O)N/C(=C\c2ccco2)C(=O)NCCc2nc3ccccc3[nH]2)cc1
  A: 2 | B: -23 | C: 15 | D: 8 | E: 2 | F: 6 | G: 38 | H: 6

molecule: NS(=O)(=O)c1ccc(NC(=O)CN2CCN(Cc3ccccc3)CC2)cc1
  A: -4 | B: -2 | C: -4 | D: -8 | E: 3 | F: 11 | G: -13 | H: 11

molecule: CC(=O)c1nnn(-c2ccccc2C#N)c1C
  A: -6 | B: -8 | C: -18 | D: -3 | E: 10 | F: 9 | G: -10 | H: -11

Compounds above that contain two or more sulfur atoms, in the order listed:
Key to letters: A = SENP8 inh; B = UBC13 inh; C = Apaf1 inhib; D = HKDC1 inh; E = SENP7 inh; F = Gli-Sufu antag; G = Jurkat NFkB inh; H = 697 NFkB inh
molecule: O=C(COC(=O)CCNS(=O)(=O)c1cccs1)Nc1ccccc1
  A: 6 | B: -6 | C: -8 | D: -6 | E: -6 | F: 3 | G: -1 | H: -2

molecule: CC1Cc2ccccc2N1S(=O)(=O)c1cccc2nsnc12 (configuration not stated)
  A: 5 | B: 4 | C: 4 | D: -10 | E: 2 | F: 16 | G: -5 | H: -2

molecule: CCSc1nnc(NC(=O)CSc2nnc(-c3c[nH]c4ccccc34)n2C)s1
  A: -8 | B: -2 | C: 16 | D: 4 | E: 1 | F: 6 | G: -13 | H: 6

molecule: Cc1cc2cc(CN(CCCO)S(=O)(=O)c3cccc4nsnc34)c(=O)[nH]c2cc1C
  A: 4 | B: -16 | C: -3 | D: -2 | E: 8 | F: 5 | G: 13 | H: -1

molecule: O=C(C1CCN(S(=O)(=O)c2cccs2)CC1)N1CCCCC1
  A: -5 | B: 2 | C: 6 | D: -3 | E: -2 | F: -4 | G: 8 | H: 5

Looked up by structure from above:
Key to letters: A = SENP8 inh; B = UBC13 inh; C = Apaf1 inhib; D = HKDC1 inh; E = SENP7 inh; F = Gli-Sufu antag; G = Jurkat NFkB inh; H = 697 NFkB inh
molecule: CCn1c(=O)c(C(=O)CN2CCN(Cc3ccc4c(c3)OCO4)CC2)c(N)n(Cc2ccccc2)c1=O
  A: 1 | B: 8 | C: 1 | D: -4 | E: 1 | F: 32 | G: 8 | H: 8

molecule: O=C(COC(=O)CCNS(=O)(=O)c1cccs1)Nc1ccccc1
  A: 6 | B: -6 | C: -8 | D: -6 | E: -6 | F: 3 | G: -1 | H: -2
